PfHsp90 set2: growth inhibition of yeast expressing Plasmodium Hsp90; S. cerevisiae expressing PfHsp90, BacTiter-Glo ATP, 48 h; yeast lacking PDR1 and PDR3 efflux regulators; inhibition, % at 9.4 µM; 310,000 tested, 0.32% active; AID 504621;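 active means every replicate shows inhibition above about 80%, whatever the replicate mean, limit read from the data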;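 further: 0% = DMSO neutral controls and 100% = 20 µM radicicol positive controls; yeast relying on Plasmodium falciparum Hsp90 in place of its own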
MITF TRPM1 HTS: increases MITF-driven TRPM1 promoter luciferase signal | AID 588334 | SK-MEL-5 TRPM1-promoter luciferase, 24 h; % of positive control, neutral wells = 0 | 300,000 tested, 0.75% active | activation, % at 12.5 µM;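 active means mean activation of at least 80% with every replicate also reaching 80%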;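 further: 0% = neutral control wells and 100% = parthenolide positive control wells; values of inactives mirror those of a sister screen read the other way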
SR-BI DiI inh: mouse SR-BI HDL lipid transfer inhibition; 320,000 tested, 0.96% active; ldlA[mSR-BI] CHO cells, DiI-HDL uptake fluorescence, 3 h; AID 488896; inhibition, % at 12.5 µM;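 active means mean replicate inhibition of at least 70% and a set share of replicates each scoring 70 or more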;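 further: 0% = median of neutral control wells and 100% = median of positive control wells; values of inactives mirror those of a sister screen read the other way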
PvdQ inh: blocks Pseudomonas aeruginosa PvdQ acylase activity | purified PvdQ acylase, fluorescence plate reader | inhibition, % at 10 µM | 340,000 tested, 0.063% active | AID 488965; in the data active means inhibition above about 30%, passing the limit was not always enough;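 further: 0% = vehicle neutral wells and 100% = reference inhibitor wells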
SR-BI DiI-HDL act: activators of SR-BI mediated HDL lipid uptake; CHO ldlA[mSR-BI] cells, DiI-HDL uptake fluorescence, 3 h; 100 = double the neutral-control signal; activation, % at 12.5 µM; 320,000 tested, 0.096% active; AID 504775;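 active means mean replicate activation of at least 60% and every replicate at or above 60%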;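 further: 0% = median plate neutral-control signal and 100% = twice that signal; values of inactives mirror those of a sister screen read the other way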
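material = CHO ldlA[mSR-BI] cells | medium = Ham's F12 with 0.5% BSA, HEPES 25 mM, pH 7.4 | reagent = fluorescent DiI-HDL, 10 µg/mL final | compound dosing = single-point compound dose | incubation = 3 h, 37 °C | measured by = bottom-read fluorescence, 550/595 nm | measure = HDL uptake via cellular fluorescence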
CAL PDZ FP-1: blocks peptide binding to the human CAL PDZ domain. AID 602252. 300,000 tested, 0.92% active. inhibition, % at 24.9 µM. purified CAL PDZ, TMR-peptide fluorescence polarization, 1 h;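 active means mean inhibition of at least 30% with at least half of replicates also reaching 30%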;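 further: 0% = DMSO neutral control and 100% = excess unlabeled competitor peptide PRC23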
Rtt109 Vps75: C. albicans Rtt109 histone acetyltransferase inhibition | AID 540336 | purified Rtt109/Vps75, ThioGlo CoA-SH fluorescence, 4 h | Q5AAJ8 | inhibition, % at 34.9 µM | 330,000 tested, 0.16% active;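 active means inhibition of at least 50% in every replicate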
dFosB activator: mouse delta FosB homodimer activation; purified delta FosB, TAMRA-CDK5 oligo fluorescence polarization; percent of positive-control signal above neutral wells; activation, % at 25 µM; AID 493131; 340,000 tested, 0.99% active; P13346;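 active means mean activation above about 17%, with every replicate also reaching it, limit read from the data, passing the limit was not always enough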;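 further: fluorescence polarization rise as delta FosB binds a TAMRA Cdk5 AP-1 oligo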
CAL PDZ FP-2: human CAL PDZ-peptide interaction inhibition; purified CAL PDZ, TMR-peptide fluorescence polarization, 1 h; 330,000 tested, 0.02% active; AID 504414; Q9HD26; inhibition, % at 20 µM;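 active means highest replicate inhibition of at least 40%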;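 further: plate controls were DMSO neutral control wells for no effect and unlabeled competitor peptide control wells for full effect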
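Control set: unlabelled peptide and DMSO controls / Material: purified CerCALP PDZ construct / Timing: 1 h incubation at room temperature before polarization reading / Doses: 20 µM, one dose / Detection: fluorescence polarization (mP)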
NSD2 HMT inh: blocks human histone methyltransferase NSD2 | O96028 | NSD2 peptide methylation, AlphaScreen, 120 min | inhibition, % at 12.5 µM | 310,000 tested, 0.54% active | AID 743445; in the data active means inhibition above about 50%
Target sequence (O96028 whole entry, looked up): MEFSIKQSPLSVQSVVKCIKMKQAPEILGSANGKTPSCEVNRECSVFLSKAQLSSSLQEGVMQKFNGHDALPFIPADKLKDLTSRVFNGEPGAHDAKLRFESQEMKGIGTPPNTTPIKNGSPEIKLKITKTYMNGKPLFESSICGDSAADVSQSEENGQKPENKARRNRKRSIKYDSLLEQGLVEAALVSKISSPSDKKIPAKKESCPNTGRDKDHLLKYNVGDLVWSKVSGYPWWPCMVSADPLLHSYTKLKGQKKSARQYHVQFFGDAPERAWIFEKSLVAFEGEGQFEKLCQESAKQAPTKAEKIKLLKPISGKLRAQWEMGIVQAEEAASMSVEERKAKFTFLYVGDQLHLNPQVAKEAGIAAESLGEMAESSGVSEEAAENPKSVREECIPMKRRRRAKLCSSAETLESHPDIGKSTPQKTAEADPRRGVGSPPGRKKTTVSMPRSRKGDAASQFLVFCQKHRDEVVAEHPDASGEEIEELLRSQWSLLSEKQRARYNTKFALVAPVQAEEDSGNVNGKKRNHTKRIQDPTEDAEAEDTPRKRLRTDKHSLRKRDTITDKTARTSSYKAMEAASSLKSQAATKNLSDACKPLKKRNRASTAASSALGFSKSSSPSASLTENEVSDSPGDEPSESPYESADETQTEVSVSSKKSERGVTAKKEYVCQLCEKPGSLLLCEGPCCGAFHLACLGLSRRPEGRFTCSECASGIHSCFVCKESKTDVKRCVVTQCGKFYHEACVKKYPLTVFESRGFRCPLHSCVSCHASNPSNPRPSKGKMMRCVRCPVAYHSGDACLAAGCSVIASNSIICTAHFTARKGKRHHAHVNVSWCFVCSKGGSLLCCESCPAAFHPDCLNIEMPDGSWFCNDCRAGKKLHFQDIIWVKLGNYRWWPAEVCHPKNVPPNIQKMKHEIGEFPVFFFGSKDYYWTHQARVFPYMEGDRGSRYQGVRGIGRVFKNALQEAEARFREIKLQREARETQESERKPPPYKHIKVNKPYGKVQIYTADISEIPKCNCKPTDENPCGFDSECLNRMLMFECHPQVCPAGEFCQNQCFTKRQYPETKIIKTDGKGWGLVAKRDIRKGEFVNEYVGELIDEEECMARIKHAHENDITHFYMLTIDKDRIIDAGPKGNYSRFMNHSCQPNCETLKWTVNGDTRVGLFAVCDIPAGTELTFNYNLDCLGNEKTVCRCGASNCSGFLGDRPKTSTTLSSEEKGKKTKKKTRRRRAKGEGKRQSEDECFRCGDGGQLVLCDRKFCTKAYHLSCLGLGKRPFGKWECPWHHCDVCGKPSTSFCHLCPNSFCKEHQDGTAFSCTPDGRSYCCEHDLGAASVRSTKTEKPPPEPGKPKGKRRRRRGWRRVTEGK
Numbers without * were called inactive; · = no result given. No enrichment for hits; 4.3% or so of the library scored in one or more.

SMILES,PfHsp90 set2,MITF TRPM1 HTS,SR-BI DiI inh,PvdQ inh,SR-BI DiI-HDL act,CAL PDZ FP-1,Rtt109 Vps75,dFosB activator,CAL PDZ FP-2,NSD2 HMT inh
Cc1ccccc1Oc1cc(-n2ncc(Cl)c(Cl)c2=O)ncn1,97*,-93,22,-10,-22,-3,-3,-5,-3.0,1
CCOc1ccc(S(=O)(=O)NCCC(=O)NCCc2ccc(C(C)C)cc2)cc1,-22,-16,23,4,-23,-5,-9,-8,-2.8,-1
Cc1cc(C)c2[nH]c(=O)c(=O)[nH]c2c1,7,·,-18,-10,18,-4,-4,2,-0.8,0
Nc1nc(NCc2ccccc2)nc(NCc2ccccc2)c1[N+](=O)[O-],12,9,-1,6,1,5,8,6,-1.1,0
COc1ccc(N2CCN(C(=O)C3CCCN3S(=O)(=O)c3cccc4nsnc34)CC2)cc1 (configuration not stated),-7,-3,-10,-10,10,6,6,-18,0.3,1
O=C(NCCc1ccccc1)c1noc2c1CCc1ccccc1-2,4,20,-20,1,20,-1,10,-12,0.3,-1
Cc1cccc(-c2c(NC(=O)c3ccco3)oc3c(C)cccc3c2=O)c1,12,3,3,-7,-3,-4,-3,-4,-1.7,1
O=C(CN1CCCCC1)N/N=C/c1ccc(Cl)cc1,0,·,3,1,-3,-1,-10,6,0.3,1
CC(C)(C)C1CCc2sc(C(=O)NNC(=O)CCl)cc2C1 (configuration not stated),-25,5,4,-8,-4,4,-7,-9,-2.6,46
COc1ccc(N2C(=O)C(Cl)=C(N3CCN(Cc4ccccc4)CC3)C2=O)cc1,-12,-13,11,-9,-11,·,-18,-5,0.8,3
CC(=O)c1cccc(N(CC(=O)N2CCOCC2)S(C)(=O)=O)c1,5,-10,-2,-14,2,1,2,7,0.5,-1
O=C(NCc1cccnc1)c1cc(-c2ccccc2)on1,-1,19,-1,1,1,-4,·,-2,-1.9,-2
Cc1ccc2c(CC(=O)N3CCOCC3)coc2c1,1,-8,-32,-4,32,-1,·,4,-2.3,-1
O=C(Cn1nnc(-c2ccccc2)n1)N/N=C/c1cccc([N+](=O)[O-])c1O,-1,-18,38,-13,-38,1,10,0,0.1,4
CCc1cc(-c2n[nH]c(C)c2Oc2ccc(C(C)C)cc2)c(O)cc1O,·,-6,6,-12,-6,-2,10,-8,-2.1,1
Cn1c(C2CCCCC2)nc2ccccc21,10,·,4,4,-4,-1,0,3,0.2,4
COc1cc(/C=N/NC(=O)c2cc(-c3ccccc3)nc3ccccc23)cc(OC)c1O,-24,·,40,-15,-40,-3,-1,-9,-0.8,1
COC(=O)c1ccc(-c2nc3cc(Cl)c(N)cc3s2)cc1,·,-19,5,-15,-5,4,-4,6,-0.1,18
CCC(=O)Nc1ccc(C(=O)N/N=C/c2cc(Br)c(OC)cc2OC)cc1,-12,26,68,0,-68,-20,0,12,-1.5,0
COc1ccc(-c2noc(COc3ccc4c(c3)OCO4)n2)cc1,27,10,-24,-26,24,-2,13,-11,-3.3,-2

Entries above that have a furan ring, fused or not:
SMILES,PfHsp90 set2,MITF TRPM1 HTS,SR-BI DiI inh,PvdQ inh,SR-BI DiI-HDL act,CAL PDZ FP-1,Rtt109 Vps75,dFosB activator,CAL PDZ FP-2,NSD2 HMT inh
Cc1cccc(-c2c(NC(=O)c3ccco3)oc3c(C)cccc3c2=O)c1,12,3,3,-7,-3,-4,-3,-4,-1.7,1
Cc1ccc2c(CC(=O)N3CCOCC3)coc2c1,1,-8,-32,-4,32,-1,·,4,-2.3,-1

(listing goes on)
SMILES,PfHsp90 set2,MITF TRPM1 HTS,SR-BI DiI inh,PvdQ inh,SR-BI DiI-HDL act,CAL PDZ FP-1,Rtt109 Vps75,dFosB activator,CAL PDZ FP-2,NSD2 HMT inh
CN(C(=O)CSc1nc(C2CC2)nc2ccccc12)c1nc(-c2ccccc2)cs1,-12,6,-8,-2,8,0,27,2,-0.4,·
CC(C)(C)NC(=O)Cn1c(=O)n(CC(=O)NC(C)(C)C)c2ccccc21,9,-13,-8,-2,8,-2,1,3,-0.3,-4
CCN(CC)CCNC(=O)c1c(O)c2cccc3c2n(c1=O)CCC3,6,-3,34,-11,-34,-3,6,-14,-0.7,5
Cc1cccc(NC(=O)CSc2nnc(-c3ccccc3)n2N)c1C,·,-7,2,-16,-2,·,2,4,-0.5,-2
COC(=O)CC1C(=O)NCCN1C(=O)c1sc2ccccc2c1Cl (configuration not stated),-1,5,-2,-5,2,-4,-5,2,0.1,1
COc1ccc(OC)c(NC(=O)C2CCCN2C(=O)C2CCC(C)CC2)c1 (configuration not stated),-28,-18,-2,-20,2,·,-11,-1,0.3,·
Cc1ccsc1/C=C1/NC(=O)N(Cc2ccc(F)cc2)C1=O,21,3,56,-19,-56,-1,-4,0,-1.6,-3
CN(C)c1ccc(C=Nc2ccccc2)cc1,7,9,-30,-18,30,-1,6,3,-2.3,·
CC(C)Oc1ccc(CCc2n[nH]c(=S)n2-c2ccccc2)cc1,-9,-8,-1,3,1,-3,15,-7,-1.4,3
CN(CC(=O)Nc1ccc(F)cc1)CC(=O)N1CCCC1,-10,-1,-14,4,14,·,-2,-3,-0.7,36
Cc1ccccc1NC(=O)CSc1ccsc1[N+](=O)[O-],-6,-13,30,-13,-30,-3,-1,-2,-2.6,3
COc1ccc(CCn2c(=N)c(S(=O)(=O)c3ccc(Cl)cc3)cc3c(=O)n4ccccc4nc32)cc1,30,6,-19,-17,19,-4,0,4,-2.6,-2
Cc1nn(C)c(C)c1NC(=O)Nc1cccc(C(F)(F)F)c1,3,-9,-40,-2,40,-2,-4,6,-0.4,·
O=C(CCn1c(=O)[nH]c2ccsc2c1=O)N1CCc2ccccc2C1,-11,7,20,10,-20,-3,-9,-6,-1.1,·
S=C(Nc1ccccc1)N1CCn2cccc2C1c1cccnc1 (configuration not stated),36,12,4,-10,-4,-2,-4,-1,-0.2,1
C#CCN(C[C@@H](CC(C)C)NC(=O)OC(C)(C)C)S(=O)(=O)c1ccc(Br)cc1F,1,-9,15,-10,-15,-1,3,-12,-0.5,·
Cc1nc2c(C)cccn2c1C(=O)c1ccccc1,-29,1,11,-8,-11,-7,-9,-2,-1.1,·
COc1ccc2[nH]c(=O)c(CN(C(=O)c3cccnc3)c3ccc(C)cc3)cc2c1,-8,9,5,-9,-5,1,-2,8,-0.6,0
COc1cc(CC(=O)OCc2ccccc2F)cc(OC)c1OC,-11,-1,37,-4,-37,0,15,-8,-0.6,-6
CC(C)(C)c1ccc(C(=O)NNc2cc(N3CCCCC3)nc(N3CCCCC3)n2)cc1,-61,-9,-26,-3,26,-4,2,-3,-0.8,·
Cc1cc(-c2ccc(Br)cc2)n[nH]1,2,31,7,11,-7,-1,6,-10,-2.9,3
COc1ccc(CC(=O)Oc2ccc(C(C)C)cc2)cc1S(=O)(=O)N1CCOCC1,-36,3,-15,-4,15,·,-11,-9,-0.5,0
Cc1cccc(C)c1Nc1nc2ccccc2o1,-20,-6,-22,-13,22,-5,-4,3,-1.1,·
CC(C)(C)NC(=O)NC12CC3CC(CC(C3)C1)C2,-6,1,-27,0,27,-3,2,1,-0.3,0
O=c1[nH]c2cccnc2n1Cc1ccccc1,-2,0,-25,-18,25,·,-2,6,-4.6,0
CC1(C)OC(=O)C(=CNc2ncccn2)C(=O)O1,-22,-5,-16,3,16,-4,4,-7,-2.2,-4
CCCCCCC(=O)Nc1c2c(nc3ccccc13)N(C)CC2,8,-3,16,2,-16,-6,4,-3,-2.8,0
Cc1cc(C(=O)NP(=O)(N2CC(C)OC(C)C2)N2CC(C)OC(C)C2)c(C)n1C1CC1 (configuration not stated),-18,9,-16,-17,16,0,-5,-14,0.5,-2
CC1=NN(c2ccc(Cl)c(C(=O)O)c2)C(=O)C1,-5,-2,-41,-9,41,-2,5,1,-2.1,9
CC1(C(=O)NC(=S)N(Cc2ccccc2)c2ccccn2)CC1(Cl)Cl (configuration not stated),-10,7,-8,-13,8,-2,9,-5,-0.3,-1
CCOC(=O)NN1C(=O)c2ccccc2NC1C (configuration not stated),10,-8,-4,5,4,·,-44,1,0.3,-4
COc1ccc(NC(=O)c2ccccc2Oc2ccccc2)cc1,-17,·,-15,6,15,-5,-4,9,-0.5,2
CN1CCN(/N=C/c2nc(-c3ccc(Cl)cc3)n3ccccc23)CC1,5,15,-15,23,15,1,13,-5,-1.9,5
CCCCOC(=O)Nc1ccc(N(C)C)cc1,4,47,11,-7,-11,-1,-4,-2,0.2,2
O=C(/C=C/c1ccc(Cl)cc1Cl)N1CCN(c2ccc([N+](=O)[O-])c(N3CCOCC3)c2)CC1,-35,-11,36,-2,-36,-1,2,-1,0.5,1
C[C@@H](C(=O)Nc1ccc2ccccc2c1)[C@@H]1C[C@@]1(C)[C@@H](NC(=O)c1cccnc1)c1ccccc1,-17,6,21,-5,-21,-2,2,-3,-1.3,·
CS(=O)(=O)N1CCN(Cc2ccccc2C(F)(F)F)CC1,42,·,-9,2,9,-1,-3,5,-0.4,-2
CCCN1CCN(CC(=O)Nc2nncs2)CC1,5,·,-15,-6,15,-2,-4,2,-0.6,1
COCCCNC(=O)Cn1c(=O)n(CCCCCC(=O)Nc2ccccc2)c(=O)c2sccc21,3,2,22,14,-22,-4,-2,5,-0.3,0
O=C(Nc1cccc(C(F)(F)F)c1)C1CC(=O)N(CCc2ccccc2)C1 (configuration not stated),·,-2,-11,-4,11,-2,-2,2,0.6,-2
COc1ccc(-c2cc(C(=O)NCCN3CCOCC3)c3ccccc3n2)cc1OC,·,-4,27,2,-27,·,14,-2,0.6,1
Cc1cc(C(F)F)n2ncc(C(=O)NCCc3ccc(Cl)cc3)c2n1,3,4,-20,-20,20,-3,-17,-12,-2.6,0
C=CC(C)n1c(Br)nc2c1c(=O)[nH]c(=O)n2C (configuration not stated),7,-10,11,-10,-11,-4,-5,-1,·,-1
CCOC(=O)c1ccc2c(c1)nc(SCC(=O)N1CCCCC1)n2CC,1,1,14,1,-14,-5,1,4,-0.4,3
COn1c(=O)c(-c2ccc(C)cc2)[n+]([O-])c2ccccc21,37,5,5,-4,-5,-5,1,3,-1.4,-4
CCSc1nsc(NC(=O)Nc2cccc(OC)c2)n1,-10,56,39,-14,-39,-7,2,-9,·,-3
COc1c(NC(C)=O)c2ccccc2c2ccccc12,13,0,-37,-7,37,0,-4,4,-1.1,4
Cc1ccc(C)c(CS(=O)(=O)c2cn(CC(=O)N3CCCCC3)c3ccccc23)c1,4,-2,29,-16,-29,-33,-2,-7,-1.5,-2
